Assay outcomes (PubChem)
SRC1 TRFRET art = counter-screen for PPARgamma SRC-1 recruitment agonists: TR-FRET artefact; TR-FRET detection artefact counter-screen, emission ratio; active compounds read high; TR-FRET ratio at 8 µM; actives 0.34% (n = 99,000); AID 1051; in the data active = TR-FRET ratio above about 2300; also: inactives centre near 1800; reference of the scale not given here
SRC3 TRFRET art = flags TR-FRET format artefacts in PPARgamma SRC-3 recruitment agonist screen; actives 0.39% (n = 99,000); TR-FRET ratio at 8 µM; AID 1048; TR-FRET artefact counter-screen, PPARgamma/SRC-3 format; active compounds read high; in the data active = TR-FRET ratio above about 2000; also: inactives centre near 1600; reference of the scale not given here
Active calls of the source: *.

SMILES	SRC1 TRFRET art	SRC3 TRFRET art
O=[N+]([O-])c1ccc(Oc2ccc(-c3cnc4ccccc4n3)cc2[N+](=O)[O-])cc1	1751	1703
CCCCC(Sc1nc(N)c(NC(=O)c2ccc(OC)cc2)c(=O)[nH]1)C(=O)O (stereo unspecified)	1709	1547
O=C1c2ccccc2C2(c3ccccc3)NCCCN12 (stereo unspecified)	1989	1697
O=C(CSc1nc(O)c(C(c2ccccc2)c2ccccc2)c(=O)[nH]1)N1CCOCC1	1685	1571
O=C(NCC1CCCO1)C(c1ccccn1)N(Cc1ccccc1Cl)C(=O)CN1C(=O)c2ccccc2S1(=O)=O (stereo unspecified)	1715	1757
COCCNC(=O)/C(C#N)=C/c1ccccc1Br	1742	1528
COc1ccc(C)cc1NC(=O)C(Sc1ccccc1)c1ccccc1 (stereo unspecified)	2237	1698
COC1OC(COC(=O)CNC(=O)OC(C)(C)C)C(O)C(O)C1O (stereo unspecified)	1601	1545
CCOC(=O)N1CCC(N(CCOC)C(=O)Nc2ccc(CC)cc2)CC1	1948	1381
CC1CCc2nc(/C(C#N)=C/c3cccnc3)sc2C1 (stereo unspecified)	1719	1633
C#CC[N+]1(CC#Cc2cccc(C)c2)CCCCC1	2069	1762
Cc1ccc(S(=O)(=O)N(CC(=O)N2CCc3ccccc3C2)c2ccc(Cl)c(Cl)c2)cc1	1751	1650
COC(=O)c1ccccc1NC(=O)c1noc2c1CCCC2	1537	1690
CC(C)(CNC(=S)NCCc1ccccc1)CNC(=S)NCCc1ccccc1	1681	1602
O=c1oc2ccccc2c(Cl)c1CN1CCCCC1	1765	1550
Cc1cccc(NC(=O)Cn2cnc3c(oc4ccccc43)c2=O)c1	1676	1683
O=C(N/N=C/c1ccccc1[N+](=O)[O-])C(=O)N1CCCC1	1849	1430
COC(=O)c1sc(N)c(C(=O)OC)c1COC(=O)CCNS(=O)(=O)c1ccc(C)cc1	1887	1564
Cc1ccc(NC(=O)CN2C(=O)N/C(=C/c3cccn3-c3ccc(C(=O)O)cc3)C2=O)cc1	1633	1568
Cc1csc(NC(=O)CSc2nncc(=O)n2N)n1	1847	1736
COc1ccc2cc(CCl)c(Cl)nc2c1	1713	1712
Cc1ccc2nc(NC(=O)c3ccc(N4C(=O)CCC4=O)cc3)sc2c1	1821	1450
Cc1ccc(N2C(=O)[C@@H]3C(C(=O)CCN4C(=O)c5ccccc5C4=O)=NN[C@@H]3C2=O)cc1	1770	1743
Fc1ccccc1Cn1nnc2c(-n3ccnc3)ncnc21	1705	1461
C=CCc1cccc2cc(C(=O)Nc3ccccc3C(=O)O)c(=O)oc12	1830	1428

Seven successive compounds from above:
SMILES	SRC1 TRFRET art	SRC3 TRFRET art
CC1CCc2nc(/C(C#N)=C/c3cccnc3)sc2C1 (stereo unspecified)	1719	1633
C#CC[N+]1(CC#Cc2cccc(C)c2)CCCCC1	2069	1762
Cc1ccc(S(=O)(=O)N(CC(=O)N2CCc3ccccc3C2)c2ccc(Cl)c(Cl)c2)cc1	1751	1650
COC(=O)c1ccccc1NC(=O)c1noc2c1CCCC2	1537	1690
CC(C)(CNC(=S)NCCc1ccccc1)CNC(=S)NCCc1ccccc1	1681	1602
O=c1oc2ccccc2c(Cl)c1CN1CCCCC1	1765	1550
Cc1cccc(NC(=O)Cn2cnc3c(oc4ccccc43)c2=O)c1	1676	1683

Reformatted in CSV form: five of the compounds above
molecule,SRC1 TRFRET art,SRC3 TRFRET art
COC(=O)c1sc(N)c(C(=O)OC)c1COC(=O)CCNS(=O)(=O)c1ccc(C)cc1,1887,1564
CCOC(=O)N1CCC(N(CCOC)C(=O)Nc2ccc(CC)cc2)CC1,1948,1381
Cc1ccc2nc(NC(=O)c3ccc(N4C(=O)CCC4=O)cc3)sc2c1,1821,1450
Cc1ccc(N2C(=O)[C@@H]3C(C(=O)CCN4C(=O)c5ccccc5C4=O)=NN[C@@H]3C2=O)cc1,1770,1743
O=C(CSc1nc(O)c(C(c2ccccc2)c2ccccc2)c(=O)[nH]1)N1CCOCC1,1685,1571

Later entries:
SMILES	SRC1 TRFRET art	SRC3 TRFRET art
COc1ccccc1-c1coc2cc(OC(=O)/C=C/c3ccccc3)ccc2c1=O	1550	1574
O=C(Nc1ccc2c(c1)OCCO2)N1CCOCC1	1550	1317
Cc1ccc(S(=O)(=O)N/N=C/c2cccc([N+](=O)[O-])c2)cc1	1592	1560
Cc1ccc(/C=N\NC(=O)c2ccc(Cn3cc(Br)c([N+](=O)[O-])n3)o2)o1	1483	1411
COCCOC(=O)C1=C(C)N=C2SCCC(=O)N2C1c1cccs1 (stereo unspecified)	1772	1533
CCOCCCNC(=O)C(c1ccc(OC)cc1)N(Cc1ccc2c(c1)OCO2)C(=O)c1cnccn1 (stereo unspecified)	1897	1675
O=C(Nc1ccc2oc(-c3cccnc3)nc2c1)c1ccc([N+](=O)[O-])o1	1896	1505
COc1ccc(CNC(=O)CSc2nnc3c(Cl)cc(C(F)(F)F)cn23)cc1OC	1974	1575
COc1ccc(N2CCN(c3oc(COc4ccccc4Cl)nc3C#N)CC2)cc1	1580	1611
COc1ccc(C(=O)NCc2nnc(SC)n2C2CCCCC2)cc1	1799	1752
Nc1ccc(-c2nc3cc(N)ccc3s2)cc1	1975	1828
COc1ccc(-c2nn(-c3ccccc3)cc2/C=N/NC(=S)NC(C)C)cc1OC	1722	1469
COC(=O)c1ccc(OC(=O)C23CCC(C)(C(=O)O2)C3(C)C)cc1 (stereo unspecified)	1662	1682
CCN(C(=O)COC(=O)c1cc(-c2cccs2)nc2ccccc12)C1CCS(=O)(=O)C1 (stereo unspecified)	1798	1837
COc1ccccc1NC(=O)CSc1c2c(nc3ccccc13)CCC2	1829	1720
Fc1ccc(N/N=C/c2cccnc2)c(F)c1	1594	1445
CN(c1ccccc1)S(=O)(=O)c1ccc(C(=O)Nc2nnc(C3CC3)o2)cc1	1891	1628
COc1ccccc1CNC(=O)CNC(=O)c1cn(-c2ccccc2OC)c(=O)c2ccccc12	1783	1536
CNC(=S)NCCc1c[nH]c2ccc(OC)cc12	2076	1650
O=C(C(=O)N1CCCc2ccccc21)N1CCCc2ccccc21	1907	1581
NS(=O)(=O)c1cccc(NC(=O)COC(=O)/C(=C/c2cccs2)c2cccs2)c1	1799	1547
COc1cc(C(=O)NCCC(=O)NCCc2ccc(Cl)cc2)cc(OC)c1OC	1543	1436
Cc1ccnc(SCC(=O)N2CCc3ccccc3C2)n1	1887	1519
O=C(NC(=Nc1nc2ccccc2o1)NC(=O)c1ccccc1)c1ccccc1	1599	1611
COc1cccc(N(C(=O)C2COc3ccccc3O2)C(C(=O)NC2CCCCC2)c2ccc(O)cc2)c1 (stereo unspecified)	1802	1412
SMILES	SRC1 TRFRET art	SRC3 TRFRET art
COc1cc(CNc2ccc(NC(C)=O)cc2)ccc1OCc1ccccc1C	1667	1406
COc1ccc(/C=C2\SC(=S)N(CC(=O)NNC(=O)c3ccncc3)C2=O)cc1	1817	1610
O=C(Nc1cccn(Cc2cccc(F)c2)c1=O)NC1CCCCC1	1865	1900
C/C(=N\Nc1ccc([N+](=O)[O-])cc1)c1ccco1	1867	1599
O=C(COc1ccccc1)N1N=C(c2cccnc2)CC1(O)C(F)(F)F (stereo unspecified)	1706	1402
CNC(=S)NNC(=O)c1noc(C)c1C(=O)N1CCN(C(c2ccccc2)c2ccccc2)CC1	1776	1641
COc1cc(/C=C/C(=O)OC(C)C(=O)Nc2c(C)n(C)n(-c3ccccc3)c2=O)ccc1OCC#N (stereo unspecified)	2049	1537
CCOc1ccc(C(=O)Nc2ccccc2C#N)cc1[N+](=O)[O-]	1717	1633
COc1ccc(C2/C(=C(/O)c3ccc(OC(C)C)cc3)C(=O)C(=O)N2CCCN2CCOCC2)cc1 (stereo unspecified)	1856	1507
CN(C)S(=O)(=O)Oc1ccc(Cl)cc1C(=O)Nc1ccc(F)cc1F	1853	1349
O=C(Cc1ccc(Cl)cc1)Oc1cccc2cccnc12	1919	1649
CC(=O)Nc1ccc(S(=O)(=O)Nc2ccc(C)c([N+](=O)[O-])c2)cc1	1567	1489
CCCc1nc(SCC(=O)c2ccc(OC)cc2)c2ccccc2n1	1978	1688
O=C(CN1CCCc2ccccc21)NCc1ccccc1Cl	1976	1516
O=C(COC(=O)C12CC3CC(CC(C3)C1)C2)Nc1ccc([N+](=O)[O-])cc1Br	1672	1460
Cc1cc2c(c(SCC(=O)NCc3ccccc3Cl)n1)C(=O)OC2	1682	1593
COC(=O)C1=C(C)n2nnnc2NC1c1cc2ccccc2o1 (stereo unspecified)	1853	1473
COc1ccc(CCNCc2ccc(OCC(=O)N3CCCCC3)c(OC)c2)cc1OC	1665	1483
Fc1cccc2ncnc(OCc3ccccc3)c12	1800	1614
CCOc1ccc(Br)cc1CNCCN1CCOCC1	1776	1658
CC1(C)OC(c2ccccc2)=C/C(=C/C=N/NC(=O)c2ccncc2)O1	1941	1591
CC(=O)c1ccc(-n2c(SCC(=O)c3c[nH]c4ccccc34)nc3ccccc3c2=O)cc1	2168	2096*
COc1cccc(/C=N/Nc2snc(SC)c2C#N)c1O	1901	1739
CCOc1ccc(CNCCNC(=O)c2nonc2N)cc1	1688	1676
CCCCOc1ccccc1C(=O)NCC(=O)O	1601	1608
SMILES	SRC1 TRFRET art	SRC3 TRFRET art
COc1ccc(OC)c(-c2nnc(SCC(=O)NC3CCCCC3)o2)c1	1616	1600
CC(=O)c1c(O)cc(C)n(-c2ccc(F)cc2)c1=O	1728	1612
COC(=O)C1(O)CC(C(C)C)=NN1C(=O)c1ccccc1 (stereo unspecified)	1968	1634
CN1CCN(C(=S)c2cn(Cc3ccccc3F)c3ccccc23)CC1	1730	1565
Cc1cccc(C)c1NC(=O)CCn1cnc2ccccc2c1=O	1779	1681
Cc1ccccc1C(=O)Oc1cc(N)n(S(C)(=O)=O)n1	1766	1561
COC(=O)c1nnn(-c2ccsc2C(=O)OC)c1C(=O)OC	1769	1689
Cc1nc(SCC(=O)NCc2ccco2)c2c(=O)n(C)c(=O)n(CC(C)C)c2n1	1794	1508
O=C(CCCOc1ccc(Cl)cc1Cl)NCCCn1ccnc1	1695	1322
COc1cc(C(=O)Nc2ccccc2N2CCOCC2)ccc1OCc1c(C)noc1C	1725	1449
O=C(CSc1ncccn1)NCCc1ccccc1	1735	1547
Cc1onc(C(=O)NC(C)c2ccccc2)c1[N+](=O)[O-] (stereo unspecified)	1599	1598
Cc1sc2nc(CSc3ccccc3)nc(N3CCOCC3)c2c1C	2095	1562
COC(=O)c1cc2c(cc1[N+](=O)[O-])OCO2	1671	1552
Cc1ccc([N+](=O)[O-])cc1NC(=O)C(C)N1CCCCC1 (stereo unspecified)	1802	1824
CC1CCC(NC(=O)CCNC(=O)c2ccccc2)CC1 (stereo unspecified)	1943	1557
Cc1nc2sc(C(c3ccco3)N3CCN(c4ccccc4)CC3)c(O)n2n1 (stereo unspecified)	1645	1467
C=C(C)Cn1c(CCNC(=O)C(C)(C)C)nc2ccccc21	1477	1845
COc1ccc2c(c1)C(=NO)c1cc(OC)ccc1-2	1835	1655
Cc1cc(/C=N/O)c(C)n1-c1ccccc1	1922	1746
O=C(Nc1ccn(-c2ccccc2)n1)c1ccccc1Br	1764	1471
CN(C)C(=O)c1ccc2c(c1[N+](=O)[O-])C(=O)c1ccccc1C2=O	1866	1646
COc1ccc(NC(=S)N(CCN2CCOCC2)Cc2cc3cc4c(cc3[nH]c2=O)OCO4)cc1	1956	1665
N/C(=N\OC(=O)Oc1ccccc1)c1cccc([N+](=O)[O-])c1	1815	1487
FC(F)Sc1ccc(-n2c(-c3ccc(Cl)cc3)c[n+]3c2CCC3)cc1	1591	1372
SMILES	SRC1 TRFRET art	SRC3 TRFRET art
COc1ccc(Oc2ccccc2C#N)cc1	1673	1579
COC(=O)c1ccccc1NC(=O)c1ccccc1N(C)S(=O)(=O)c1ccccc1	1747	1644
Cc1nn(C)cc1-c1n[nH]c(=S)n1-c1ccc(Cl)cc1	1929	1692
O=C(Nc1nc(-c2ccc3c(c2)OCCO3)cs1)C1CCCC1	1701	1440
CC(=O)c1sc(NC(=O)COc2ccc([N+](=O)[O-])cc2)nc1C	1553	1624
CC1Cc2ccccc2N1C(=S)Nc1ccc(S(N)(=O)=O)cc1 (stereo unspecified)	1822	1604
COc1ccc(-c2csc3[nH]c(=S)n(-c4ccccc4)c(=O)c23)cc1OC	2467*	2099*
CCOC(=O)CSc1nnc(CNC(=O)c2cccc(C)c2)n1C	1930	1485
Cc1sc(NC(=O)c2cccnc2)nc1-c1ccccc1	1670	1581
N#C/C(=C\c1ccccc1)C(=O)NCCN1CCOCC1	1806	1641
O=C(O)c1ccccc1C(=O)Nc1ccc(S(=O)(=O)NC2CCCCC2)cc1	1598	1602
CSc1ncc(CO)n1Cc1ccccc1	1791	1674
COc1cc(NC(=O)Cn2ccsc2=N)c(C)cc1[N+](=O)[O-]	1904	1443
CN(C(=O)C1CCCN(S(=O)(=O)c2cccc([N+](=O)[O-])c2)C1)C1CCS(=O)(=O)C1 (stereo unspecified)	1730	1174
COc1ccc(C(=O)NCCc2cc3ccc(C)c(C)c3[nH]c2=O)cc1OC	1571	1410
Cc1cccc(CCNC(=O)CC2C(=O)NCCN2CC2CCCCC2)n1 (stereo unspecified)	1505	1388
CN(Cc1ccno1)Cc1cn(C)nc1-c1ccc(Oc2ccccc2)cc1	1505	1467
O=C(Nc1cc(S(=O)(=O)Nc2ccc(Cl)cc2)ccc1N1CCCCC1)c1ccc(F)cc1	1738	1420
Cn1/c(=N/NC(=O)c2ccccc2Br)sc2ccccc21	1970	1701
CCOC(=O)c1c(NC(=O)CS(=O)(=O)c2cn(CC)c3ccccc23)sc2c1CCCCC2	1775	1661
COC(=O)CNC(c1ccccc1)c1cc(Br)ccc1NS(=O)(=O)c1ccccc1 (stereo unspecified)	1647	1565

Some of the compounds tested (hit frequency here may not be typical).
